Compound activity (PubChem BioAssay)
LAP4 TOR yeast: yeast TOR pathway LAP4-GFP modulation. S. cerevisiae LAP4-GFP multiplex, flow cytometry GFP, 3 h; median GFP as percent of DMSO wells. GFP response vs DMSO, % at 10 µM. hit rate 0.34% among 320,000. AID 2023;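 active = GFP response vs DMSO above a set limit, about the screen mean plus 3 SD, cut at about 150% in these data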
AHR activator: activators of human aryl hydrocarbon receptor. AHR-responsive luciferase reporter cells, luminescence. activation, % at 5 µM. hit rate 2.5% among 320,000. AID 2796; in the data active = activation above about 47%;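 also: 0% = vehicle wells and 100% = reference agonist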
Target sequence (P35869 whole entry, looked up): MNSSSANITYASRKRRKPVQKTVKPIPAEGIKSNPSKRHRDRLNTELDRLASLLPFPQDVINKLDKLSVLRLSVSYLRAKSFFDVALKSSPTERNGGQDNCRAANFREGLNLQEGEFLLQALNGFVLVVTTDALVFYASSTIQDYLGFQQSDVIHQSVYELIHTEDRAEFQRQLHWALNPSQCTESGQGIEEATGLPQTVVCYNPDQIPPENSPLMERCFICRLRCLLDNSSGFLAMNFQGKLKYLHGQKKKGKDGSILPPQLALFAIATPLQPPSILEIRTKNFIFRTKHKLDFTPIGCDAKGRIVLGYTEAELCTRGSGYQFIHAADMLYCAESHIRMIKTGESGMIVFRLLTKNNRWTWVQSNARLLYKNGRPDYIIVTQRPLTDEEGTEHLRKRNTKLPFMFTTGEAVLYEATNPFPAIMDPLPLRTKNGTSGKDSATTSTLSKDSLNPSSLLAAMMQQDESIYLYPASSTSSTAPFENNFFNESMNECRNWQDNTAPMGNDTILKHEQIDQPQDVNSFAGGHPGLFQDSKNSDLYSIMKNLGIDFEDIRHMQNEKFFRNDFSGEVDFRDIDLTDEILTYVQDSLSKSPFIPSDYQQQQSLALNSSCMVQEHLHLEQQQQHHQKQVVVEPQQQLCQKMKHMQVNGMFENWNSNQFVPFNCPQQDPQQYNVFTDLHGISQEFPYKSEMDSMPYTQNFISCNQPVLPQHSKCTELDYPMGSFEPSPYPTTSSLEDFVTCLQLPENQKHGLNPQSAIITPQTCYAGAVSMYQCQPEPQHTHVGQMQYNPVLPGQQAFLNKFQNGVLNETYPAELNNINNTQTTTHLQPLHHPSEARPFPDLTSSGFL
AGP1 TOR yeast: alters AGP1-GFP fluorescence in TOR pathway yeast screen; S. cerevisiae AGP1-GFP multiplex flow cytometry, 3 h; GFP as percent of DMSO wells; GFP response vs DMSO, % at 10 µM; hit rate 0.02% among 320,000; AID 2066;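 active = GFP response relative to DMSO above a set limit, near screen average plus 3 SD, cut at about 150% in these data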;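 also: median GFP channel fluorescence of the gated AGP1 strain per well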
proCasp7 act: activates human procaspase-7, counter-screen for procaspase-3 activators | P55210 | recombinant procaspase-7, Ac-DEVD-pNA absorbance 405 nm; D23A/D198A/D206A triple mutant, cannot self-cleave; scale: DMSO 0, 5 µM enzyme 100 | activation, % at 8.5 µM | hit rate 0.093% among 330,000;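 active = percent activation above the screen-wide mean plus 3 SD, cut at about 25% in these data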
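Replicates: singlicate. Assay system: Procaspase-7 triple mutant (PC-7 D3A). Signal: 405 nm absorbance of p-nitroaniline. Times: 1 h preincubation, 2 h reaction. Buffer or medium: Zinc-free HEPES pH 7.4 with 300 mM NaCl, 0.01% Triton X-100. Also added: DEVD-pNA substrate. Benchmarks: DMSO wells as 0%, DMSO with 5 µM added PC-7 as 100%.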
MEP2-GFP yeast: modulators of TOR pathway MEP2-GFP in S. cerevisiae. S. cerevisiae MEP2-GFP strain, flow cytometry GFP, 3 h; 100% = DMSO control level. GFP response vs DMSO, % at 10 µM. hit rate 0.51% among 330,000. AID 2016;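 active = GFP response versus DMSO above a set limit, roughly screen mean plus 3 SD, cut at about 180% in these data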;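 also: median GFP fluorescence of the barcode-gated MEP2-GFP cells per well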
RPL19A-GFP yeast: yeast TOR pathway RPL19A-GFP modulation; hit rate 0.3% among 330,000; percent response vs DMSO, % at 10 µM; S. cerevisiae RPL19A-GFP strain, flow cytometry, 3 h; hits give low values;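 active = percent response vs DMSO below 50%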;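 also: median channel GFP fluorescence of the barcoded RPL19A-GFP strain; ratio of sample median GFP to plate DMSO average so 100% = DMSO; lower means less RPL19A-GFP as with rapamycin TOR inhibition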
proCasp3 act: activates human procaspase-3; P42574; recombinant procaspase-3 D3A, Ac-DEVD-pNA absorbance 405 nm; activation, % at 8.5 µM; hit rate 0.11% among 330,000;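 active = activation above the mean of all tested compounds plus 3 SD, cut at about 21% in these data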;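 also: 0% = DMSO alone and 100% = DMSO wells spiked with extra 5 µM PC-3 D3A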
Target sequence (P42574 whole entry D9A/D28A/D175A): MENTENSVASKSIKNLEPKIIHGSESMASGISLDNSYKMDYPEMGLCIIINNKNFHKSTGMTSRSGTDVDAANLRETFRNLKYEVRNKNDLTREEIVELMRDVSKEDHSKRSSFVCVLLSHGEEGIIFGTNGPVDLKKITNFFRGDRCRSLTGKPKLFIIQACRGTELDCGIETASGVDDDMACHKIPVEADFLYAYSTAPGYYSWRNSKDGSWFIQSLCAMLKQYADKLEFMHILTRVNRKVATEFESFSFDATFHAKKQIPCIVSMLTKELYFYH
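System: Procaspase-3 D3A mutant. Medium: Zinc-free 300 mM NaCl, 50 mM HEPES, 0.01% Triton X-100. Schedule: 1 h preincubation plus 2 h reaction at 25 °C. Measured by: 405 nm absorbance of p-nitroaniline, reads at 0 and 120 min. Read-out: percent activation relative to control range.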
CIT2 TOR yeast: yeast TOR pathway CIT2-GFP modulation | hit rate 0.065% among 320,000 | S. cerevisiae CIT2-GFP strain, flow cytometry, 3 h; 100 means same as DMSO wells | GFP response vs DMSO, % at 10 µM | AID 2029;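 active = GFP response relative to DMSO above a set limit, near the screen mean plus 3 SD, cut at about 150% in these data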;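 also: ratio of well median GFP fluorescence to mean of DMSO wells on the plate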
Active calls of the source: *; / = no result given.

SMILES | LAP4 TOR yeast | AHR activator | AGP1 TOR yeast | proCasp7 act | MEP2-GFP yeast | RPL19A-GFP yeast | proCasp3 act | CIT2 TOR yeast
CC(=O)N1N=C(c2cccc(NS(=O)(=O)c3ccc(C)cc3)c2)CC1c1ccco1 (stereo not drawn) | 94 | 1 | 100 | 3 | 94 | 101 | -1 | 97
Cc1cc(C)cc(NC(=O)CN2CCC(NC(=O)c3cccc(F)c3)CC2)c1 | 98 | 2 | 102 | 11 | 99 | 100 | -2 | 100
O=C(Cn1ncc2c(=O)oc3ccccc3c21)N1CCN(C(=O)c2ccco2)CC1 | 92 | 0 | 94 | -7 | 100 | 97 | 4 | 91
COCc1cc(C)nc(Oc2ccccc2)c1C#N | 102 | 1 | 103 | 3 | 105 | 97 | -3 | 100
CC(NC(=O)c1ccc(=O)oc1)c1ccccc1 (stereo not drawn) | 93 | -2 | 95 | 2 | 93 | 92 | 3 | 93
Cc1ccc(S(=O)(=O)Oc2ccc(/C=C3\N=C(c4cccc(C)c4)OC3=O)cc2)cc1 | 94 | -2 | 101 | 13 | 96 | 99 | 7 | 101
O=C1CCC(Cc2ccccc2)N1 (stereo not drawn) | 98 | 0 | 100 | -8 | 100 | 97 | -2 | 98
O=C(Cn1cc2c(n1)CCCC2)NCc1cccnc1 | 111 | -1 | 114 | 4 | 120 | 105 | 9 | 108
CC(=O)Nc1ccc2c(c1)nc1n2CCOC1 | 104 | -2 | 102 | 3 | 103 | 101 | -1 | 94
CCN(CC)CCNC(=O)c1cn(CC)c2ccc(S(=O)(=O)N3CCc4ccccc4C3)cc2c1=O | 87 | 0 | 95 | 0 | 102 | 90 | 4 | 102
Nc1ccc(CCn2ccnc2)cc1 | 99 | 4 | 108 | 8 | 113 | 110 | 12 | 113
CCC(=O)N1N=C(c2ccc(NS(=O)(=O)CC)cc2)CC1c1ccc(C)cc1 (stereo not drawn) | 94 | 3 | 100 | -2 | 100 | 101 | -2 | 98

Retrieved one by one from the entries so far, 2 records:
SMILES | LAP4 TOR yeast | AHR activator | AGP1 TOR yeast | proCasp7 act | MEP2-GFP yeast | RPL19A-GFP yeast | proCasp3 act | CIT2 TOR yeast
COCc1cc(C)nc(Oc2ccccc2)c1C#N | 102 | 1 | 103 | 3 | 105 | 97 | -3 | 100
O=C(Cn1ncc2c(=O)oc3ccccc3c21)N1CCN(C(=O)c2ccco2)CC1 | 92 | 0 | 94 | -7 | 100 | 97 | 4 | 91

Next part
SMILES | LAP4 TOR yeast | AHR activator | AGP1 TOR yeast | proCasp7 act | MEP2-GFP yeast | RPL19A-GFP yeast | proCasp3 act | CIT2 TOR yeast
Cc1csc2nc(CSc3nncn3-c3ccccc3)c(Br)n12 | 105 | 5 | 104 | 10 | 114 | 102 | 1 | 112
COC(=O)/C(=C\c1ccc([N+](=O)[O-])o1)NC(=O)c1ccccc1 | 105 | 2 | 96 | -2 | 105 | 101 | -4 | 93
Clc1cccc(-c2nc(NCC3CCCO3)c3ccccc3n2)c1 (stereo not drawn) | 98 | -1 | 99 | 13 | 88 | 95 | 6 | 84
CC(=O)c1ccc(N2CCN(C(=O)c3cc4c(-c5ccccc5F)nn(C)c4s3)CC2)cc1 | 121 | 1 | 90 | -6 | 106 | 100 | -13 | 98
COc1ccc(C(=O)N/C(=C/c2cccs2)C(=O)NN)cc1OC | 112 | 1 | 113 | 1 | 98 | 103 | -2 | 99
CC(c1ccon1)N(C)Cc1cn(C)nc1-c1cccc(Cl)c1 (stereo not drawn) | 90 | 13 | 101 | 1 | 102 | 101 | 10 | 103
CCOC(=O)N1CCN(C(=O)/C=C/c2cccc([N+](=O)[O-])c2)CC1 | 105 | 1 | 111 | 10 | 109 | 102 | 2 | 109
COc1cc(OC)c(NC(=O)c2ccoc2C)cc1Cl | 111 | 37 | 95 | 3 | 107 | 100 | -4 | 90
Cc1ccc(C)c(S(=O)(=O)N2C(=S)NC(=O)C2CC(C)C)c1 (stereo not drawn) | 83 | 0 | 96 | -6 | 92 | 102 | -4 | 95
Cc1ccc(CN(CC(O)COc2cccc3[nH]cc(C)c23)C(C)(C)C)cc1 (stereo not drawn) | 83 | 10 | 88 | 2 | 102 | 100 | 8 | 88
COc1cc(C(=O)Nc2ccccc2NC(=O)c2cc(OC)c(OC)c(OC)c2)cc(OC)c1OC | 90 | 2 | 101 | 2 | 105 | 105 | 1 | 108
CCn1c2ccccc2c2cc(CNCc3ccc(OC)cc3OC)ccc21 | 99 | 21 | 102 | 2 | 93 | 100 | 10 | 98
COc1ccc(OC)c(C(C)NC=O)c1 (stereo not drawn) | 95 | 7 | 86 | -2 | 95 | 92 | -8 | 88
CCCCc1cc(=O)oc2cc(OCC(=O)N[C@@H](Cc3ccccc3)C(=O)O)ccc12 | 101 | 0 | 98 | -9 | 96 | 99 | 4 | 98
CCOc1ccc(NC(=O)COC(=O)Cn2cnnn2)cc1OCC | 92 | 0 | 90 | 3 | 103 | 97 | -10 | 91
Cc1c(Cl)cnc(NC(=O)COC(=O)[C@H](C)NC(=O)c2ccccc2)c1Cl | 104 | 1 | 101 | 12 | 102 | 98 | 3 | 100
O=c1[nH]c(NCc2ccccc2)nc2c1CCCC2 | 90 | 29 | 96 | 6 | 91 | 96 | -15 | 96
COc1cccc(C(C)NC(=O)C2CCCO2)c1 (stereo not drawn) | 84 | -2 | 88 | 7 | 101 | 95 | -3 | 105
Cc1ccc(-n2c(N)c(C(=O)Nc3c(C)n(C)n(-c4ccccc4)c3=O)c3nc4ccccc4nc32)cc1 | 91 | 10 | 94 | 0 | 96 | 98 | -3 | 96
CCOc1ccccc1NC(=O)COC(=O)C1CC(=O)N(c2c(C)cccc2C)C1 (stereo not drawn) | 110 | 4 | 99 | -1 | 101 | 96 | -5 | 91
CCOC(=O)C(C)Sc1nnc(-c2c[nH]c3ccccc23)n1C (stereo not drawn) | 118 | 1 | 112 | 12 | 105 | 101 | -2 | 116
C=CCn1c(SCC(=O)NC(=O)c2cccc([N+](=O)[O-])c2)nnc1-c1ccccc1F | 108 | 1 | 106 | 2 | 108 | 109 | -1 | 104
O=[N+]([O-])c1cccc(NC(=S)N2CCN(S(=O)(=O)c3ccccc3)CC2)c1 | 105 | 4 | 111 | -9 | 108 | 106 | -14 | 108
Cc1cc(N)n2nc(-c3ccccc3)c(-c3ccccc3)c2n1 | 82 | 8 | 94 | -5 | 95 | 97 | -2 | 97
[2H]c1c([2H])c([2H])c(-c2nc(N3CCCCCC3)sc2C(=O)c2ccccc2)c([2H])c1[2H] | 94 | 7 | 96 | -20 | 101 | / | -6 | 92
CC(c1ccc(Cl)cc1)n1c(-c2ccc3ccccc3n2)n[nH]c1=S (stereo not drawn) | 107 | 0 | 100 | -16 | 108 | 103 | -3 | 94
Cc1ccccc1NC(=O)CSc1nc(-c2ccccc2)cc(=O)[nH]1 | 94 | 0 | 123 | 7 | 103 | 105 | -2 | 104
Brc1ccc(CSc2ccc3nnc(-c4ccccn4)n3n2)cc1 | 97 | 7 | 108 | 1 | 97 | 96 | -4 | 101
O=C(Nc1ccccc1)Nc1cc(Cl)cc(Cl)c1 | 98 | 19 | 94 | 1 | 101 | 99 | 9 | 105
Cc1noc(NS(=O)(=O)c2ccc(N/C=C/C(=O)c3ccncc3)cc2)c1C | 88 | -1 | 97 | -6 | 91 | 97 | -1 | 95
Cc1cc2c(c(=O)o1)C(c1ccc([N+](=O)[O-])o1)C(C#N)=C(N)O2 (stereo not drawn) | 120 | 3 | 107 | -14 | 113 | 96 | -10 | 98
CCOCCn1ccc2c(OCC(=O)Nc3cc(OC)ccc3OC)cccc2c1=O | 111 | 11 | 98 | -3 | 95 | 95 | 1 | 88
CCCNC(=O)c1ccc(S(N)(=O)=O)cc1 | / | -3 | 86 | -16 | 86 | 81 | 7 | 81
O=C(Nc1ccccc1-c1nnn(CC(=O)N2CCc3ccccc3C2)n1)C1CCC1 | 108 | 1 | 102 | 6 | 106 | 97 | 4 | 105
NNc1nc(-c2ccccc2)nc2sc3c(c12)CCCC3 | 122 | 75* | 97 | -4 | 105 | 98 | -6 | 79
O=C(CCN1C(=O)S/C(=C\c2ccc(Cl)cc2)C1=O)Nc1ccc(C(=O)O)cc1 | 97 | -2 | 101 | 0 | 98 | 101 | 2 | 98
O=C(/C=C/c1ccccc1)NCC(=O)N/N=C\c1cccnc1 | 91 | -3 | 98 | 2 | 97 | 106 | -4 | 102
COc1ccc(Cc2nnc(SCC(=O)Nc3ccccc3C)n(N)c2=O)cc1 | 97 | 1 | 92 | -3 | 83 | 87 | -7 | 84
CCOC(=O)c1cccc(NC(=O)CCn2c(=O)oc3ccccc32)c1 | 105 | 0 | 104 | 13 | 100 | 98 | 1 | 101
O=C(COC(=O)c1nc(Cl)ccc1Cl)Nc1ccc(Cl)cn1 | 94 | 43 | 94 | 1 | 97 | 92 | -2 | 80
NC(=O)C1CCN(Cc2nc3ccccc3c(=O)[nH]2)CC1 | 109 | 4 | 100 | 3 | 103 | 97 | 7 | 99
CC(=O)NC(=S)Nc1ccc([N+](=O)[O-])cc1C | 100 | 2 | 100 | 3 | 95 | 113 | 0 | 107
CC(Oc1cccc(F)c1)c1ccnc2nc(/N=C/N(C)C)nn12 (stereo not drawn) | 100 | -2 | 105 | 0 | 99 | 100 | 0 | 108
CC(C)(C)C(=O)Nc1ccc(C(=O)Nc2cccnc2)cc1 | 97 | 5 | 94 | -11 | 106 | 94 | 1 | 89
CC(=O)c1cccc(NC(=O)Nc2cc3sccc3n2C)c1 | 100 | 11 | 102 | -3 | 99 | 100 | 4 | 101
CC(C)[C@@H](NC(=O)OC(C)(C)C)C(=O)NCC1CCC(C(=O)N[C@@H](Cc2ccccc2)C(=O)O)CC1 (stereo partly drawn) | 95 | 0 | 94 | 10 | 114 | 103 | -1 | 97
Cc1ccc(SCCn2nc(C(=O)O)c3ccccc3c2=O)cc1 | 98 | -2 | 101 | 6 | 111 | 102 | 1 | 109
CCCCCCn1c(N2CCCC2)nc2c1c(=O)n(C)c(=O)n2C | 101 | 7 | 98 | -2 | 108 | 100 | 0 | 91
CC(Nc1cc(=O)n(C)c(=O)n1C)c1ccccc1 (stereo not drawn) | 103 | 0 | 107 | 8 | 109 | 101 | 6 | 110
CC(/C=N/NC(=O)c1cc(-c2ccc(C)o2)[nH]n1)=C\c1ccccc1 | 90 | 22 | 100 | -1 | 103 | 103 | 0 | 109
COc1ccc(/C=N/NC(=S)Nc2ccccc2)cc1COc1ccc(F)cc1 | 98 | 13 | 103 | -9 | 103 | 102 | -13 | 101
CSc1ccc(C(=O)C2CCCN(C(=O)c3ccc4c(c3)no[n+]4[O-])C2)cc1 (stereo not drawn) | 105 | 2 | 101 | -4 | 92 | 93 | 1 | 95
CCOC(=O)N1CCC(NC(=O)CSCc2nc(-c3ccc(OC)cc3)oc2C)CC1 | 97 | -1 | 95 | 1 | 95 | 100 | 1 | 102

Limited to RPL19A-GFP yeast, for some of the entries so far:
| SMILES | RPL19A-GFP yeast |
| --- | --- |
| CCOC(=O)N1CCC(NC(=O)CSCc2nc(-c3ccc(OC)cc3)oc2C)CC1 | 100 |
| CSc1ccc(C(=O)C2CCCN(C(=O)c3ccc4c(c3)no[n+]4[O-])C2)cc1 (stereo not drawn) | 93 |
| CC(Nc1cc(=O)n(C)c(=O)n1C)c1ccccc1 (stereo not drawn) | 101 |
| CC(/C=N/NC(=O)c1cc(-c2ccc(C)o2)[nH]n1)=C\c1ccccc1 | 103 |
| COc1ccc(/C=N/NC(=S)Nc2ccccc2)cc1COc1ccc(F)cc1 | 102 |
